Bioassay records deposited in PubChem by several laboratories.
SUMO Mot1 rescue: yeast Mot1-301 growth rescue at high temperature, primary screen, SUMOylation pathway inhibitor project, S. cerevisiae, ATP luminescence, 38.5C; S. cerevisiae Mot1-301 growth rescue; percent above DMSO median, 100 means doubled; growth rescue, % at 18.8 µM; 320,000 compounds, 1% hits; AID 2716, 2010;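 active means every valid replicate shows activation above 250% relative to neutral control wells; inactive means the rest, any valid replicate at or below 250%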;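 further: OY570 slx delta 5 strain wells were the positive control but not used for scaling; some compounds called inactive have numbers as strong as hits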
phage Ecoli inh: growth loss of phage-infected E. coli, primary screen, RecBCD inhibitor project, absorbance, with phage, HTS; inhibition, % at 11.9 µM; 360,000 compounds, 0.26% hits; AID 651602, 2012; in the data active means inhibition above about 11%
CDK5 inh: inhibitors of human CDK5/p35 kinase, primary screen, biochemical, single concentration. Cyclin-dependent kinase 5 (Homo sapiens) + Cyclin-dependent kinase 5 activator 1 (Homo …. inhibition, % at 10 µM. 330,000 compounds, 0.01% hits. Recombinant CDK5/p35, ADP-Glo luminescence, 60 min;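 active means highest replicate inhibition of at least 50% and at least 75% of replicates reaching 50%; inconclusive means only one of the two criteria met; inactive means both criteria failed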;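 further: plate controls were DMSO neutral control for no effect and GW8510 at 10 µM for full effect; many of its hits are not listed in these tables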
Target sequence (Q00535 whole entry, looked up): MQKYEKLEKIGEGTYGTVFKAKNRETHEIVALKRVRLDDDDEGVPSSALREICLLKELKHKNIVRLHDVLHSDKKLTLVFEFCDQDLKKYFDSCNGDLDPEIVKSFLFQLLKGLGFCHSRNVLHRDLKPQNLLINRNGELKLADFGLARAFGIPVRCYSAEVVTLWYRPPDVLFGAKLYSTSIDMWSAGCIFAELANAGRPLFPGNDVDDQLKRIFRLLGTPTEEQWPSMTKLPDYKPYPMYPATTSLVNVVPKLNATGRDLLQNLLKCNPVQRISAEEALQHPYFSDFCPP
Target sequence (Q15078 whole entry, looked up): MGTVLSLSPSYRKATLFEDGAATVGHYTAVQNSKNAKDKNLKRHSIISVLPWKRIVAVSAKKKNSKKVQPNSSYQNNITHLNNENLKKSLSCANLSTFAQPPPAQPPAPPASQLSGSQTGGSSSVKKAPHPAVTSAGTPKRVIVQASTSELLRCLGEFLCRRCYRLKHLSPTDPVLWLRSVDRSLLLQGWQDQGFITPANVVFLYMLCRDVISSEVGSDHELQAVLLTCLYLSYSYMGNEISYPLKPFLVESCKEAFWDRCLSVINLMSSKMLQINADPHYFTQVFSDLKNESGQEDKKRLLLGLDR
PKA-R1A act: activators of PKA-R1A holoenzyme, primary screen, biochemical, fluorescence polarization, Cy5-IP20, bovine R1A, mouse PKAc; activation, % at 11.4 µM; AID 504707, 2011; cAMP-dependent protein kinase type I-alpha regulatory subunit (Bos taurus) + …; 340,000 compounds, 0.083% hits; PKA-R1A dissociation; scaled: DMSO 0%, 113 µM cGMP 100%;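 active means percent activation above the mean of all tested compounds plus 3 SD, cut at about 19% in these data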;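 further: higher means more PKAc released from R1A so a rise in polarization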
DAGLB inhibitor: DAGLB lipase inhibitors, primary screen, biochemical, fluorescence, HTS | AID 504411, 2011 | 340,000 compounds, 0.059% hits | HEK293T DAGLB membrane lysate, EnzChek fluorogenic substrate | inhibition, % at 5.17 µM; in the data active means inhibition above about 34%;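 further: 0% = enzyme with vehicle and 100% = wells lacking enzyme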
Ecoli viability: E. coli V3065 growth inhibition, primary screen, counter-screen for AddAB inhibitor project, absorbance, OD600; AID 449728, 2010; 330,000 compounds, 0.27% hits; inhibition, % at 11.9 µM; 18 h;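 active means inhibition above the campaign's mean inhibition across all tested compounds plus 3 SD, cut at about 9.9% in these data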;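 further: uninfected addAB+ strain grown without phage in ampicillin broth; 0% = DMSO wells and 100% = ciprofloxacin 0.95 µg/ml wells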
PKA-R2B act: activators of PKA-R2B holoenzyme, primary screen, biochemical, fluorescence polarization, Cy5-IP20, human. cAMP-dependent protein kinase catalytic subunit beta (Homo sapiens) + cAMP-dependent …. PKA-R2B holoenzyme dissociation; R2B truncated from residue 108, S112A mutant; 0% DMSO only, 100% 113 µM cGMP. activation, % at 11.4 µM. 340,000 compounds, 0.079% hits. AID 504700, 2011;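 active means activation above a cutoff set at the mean over all compounds plus 3 SD, cut at about 18% in these data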;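 further: higher means more holoenzyme dissociation and a rise in polarization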
Target sequence (P31323 whole entry, looked up, other chains not shown, the tested form may be a part): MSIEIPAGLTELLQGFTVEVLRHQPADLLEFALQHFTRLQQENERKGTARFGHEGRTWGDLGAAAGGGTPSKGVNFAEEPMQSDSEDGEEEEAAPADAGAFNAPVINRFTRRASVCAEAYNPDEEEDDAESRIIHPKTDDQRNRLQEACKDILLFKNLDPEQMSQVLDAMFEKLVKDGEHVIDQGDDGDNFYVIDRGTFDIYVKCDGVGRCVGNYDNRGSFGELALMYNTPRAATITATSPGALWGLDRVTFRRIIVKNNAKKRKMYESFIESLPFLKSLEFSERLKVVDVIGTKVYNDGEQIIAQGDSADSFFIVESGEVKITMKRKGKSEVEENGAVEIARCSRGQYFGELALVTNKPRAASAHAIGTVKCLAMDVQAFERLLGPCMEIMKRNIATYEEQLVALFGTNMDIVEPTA
HTR5A inv ag: HTR5A inverse agonists in luminescence cell assay, primary screen, counter-screen for OPRM1-OPRD1 heterodimer inverse agonist project, full-deck HTS | 5-hydroxytryptamine receptor 5A (Homo sapiens), P47898 | HTR5A cell line, inverse agonism | inhibition, % at 9.3 µM | 340,000 compounds, 0.083% hits; in the data active means inhibition mostly above about 23%, no sharp cut-off; inactive means mostly below about 18%;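 further: 0% = cells with DMSO and 100% = no-cell wells with DMSO; some compounds called inactive have numbers as strong as hits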
HTR5A ag ctr: HTR5A agonists in luminescence cell assay, primary screen, counter-screen for OPRM1-OPRD1 heterodimer agonist project, full-deck HTS | 5-hydroxytryptamine receptor 5A (Homo sapiens), P47898 | cell-based | activation, % at 9.3 µM | 340,000 compounds, 0.61% hits | AID 504692, 2011; in the data active means activation mostly above about 9.5%, no sharp cut-off; inactive means mostly below about 7.6%;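 further: 0% = cells with vehicle only and 100% = reference agonist; strong numbers were not always called active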
Tat transport: E. coli Tat export inhibitors, primary screen, MC4100, TorA-mCherry reporter, fluorescence, single point; inhibition, % at 10 µM; 340,000 compounds, 0.036% hits; AID 488895, 2010;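 active means mean replicate inhibition at least 50% and at least half of replicates individually reaching 50%; inconclusive means only one of the two criteria met; inactive means neither criterion met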;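 further: exported cargo escapes ClpAP degradation while cytoplasmic cargo is degraded and loses fluorescence; 0% = median of neutral control wells and 100% = median of NaSCN control wells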
AddAB inh: growth inhibition of E. coli expressing H. pylori AddAB, primary screen, AddAB inhibitor project, absorbance; inhibition, % at 11.9 µM; 330,000 compounds, 0.29% hits; in the data active means inhibition above about 12%;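 further: 0% = vehicle wells of infected cells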
Numbers without * were called inactive; ? = inconclusive; nt = not tested or not shown; + = active, no number. Random draw from the library; 2.3% or so of the library scored in one or more.

SMILES	SUMO Mot1 rescue	phage Ecoli inh	CDK5 inh	PKA-R1A act	DAGLB inhibitor	Ecoli viability	PKA-R2B act	HTR5A inv ag	HTR5A ag ctr	Tat transport	AddAB inh
Cc1ccc(NC(=O)CN(C)C(=O)CSc2ccccc2F)cc1	22	0.6	0.6	-5	3	-1.8	-7	8	-2	-1	-2.6
COc1ccc(-n2c(SCC(=O)NNC(=O)c3ccccc3C)nnc2-c2ccncc2)cc1	95	2.9	0.8	7	-7	-3.2	-8	-27	4	-6	-1.8
Cc1cc(Nc2ccc(C)c(Br)c2)n2nc(C)nc2n1	11	2.6	0.1	2	0	2.4	0	-23	8	2	1.9
COc1cccc(CNC(=O)CCC2CCCN(C(=O)c3cc(C4CC4)[nH]n3)C2)c1 (stereo not given)	-15	3.2	-0.4	1	0	-1.1	-3	-2	1	-16	6.0
COc1ccc(-c2cc(CCCC(=O)N3CCN(c4ccc(OC)cc4)CC3)no2)cc1	-25	1.5	-1.0	-1	-2	2.1	-3	24	6	1	-1.0
NC1=NC(c2ccccc2Cl)n2c(nc3ccccc32)N1 (stereo not given)	14	0.6	-4.0	6	2	1.0	6	16	-5	3	1.7
Cc1ccc(/C=N/NC(=O)c2cccc(S(=O)(=O)Nc3cccc(Cl)c3)c2)o1	-6	1.1	1.8	-12	2	-1.3	-5	16	0	-1	2.7
O=C1c2ccccc2C(=O)N1CCCCSc1nc2ccccc2c(=O)n1CCCN1CCOCC1	+	4.3	-0.5	5	-2	-1.4	-1	3	0	6	0.1
OCCn1nc2c3ccccc3nc-2n(-c2ccccc2)c1=S	6	4.2	2.3	1	-3	0.9	7	-5	3	5	-0.2
NC(=O)C1CCN(S(=O)(=O)c2cc3c4c(c2)CCN4C(=O)CC3)CC1	-5	2.1	2.0	-2	1	-2.1	8	9	0	-3	-1.6
CCCCn1nnc(NC(=S)NC(=O)c2cccs2)n1	7	1.2	0.0	-7	-1	-3.5	-17	11	-3	-4	0.3
CCCCNc1c(-c2cccc(-c3cc(C(C)=O)cs3)c2)nc2cc(C)ccn12	226	2.8	1.8	-4	-5	0.7	-2	-69	24*	-2	1.2
O=C(COC(=O)CC1CCCC1)Nc1ccc(OC(F)F)cc1	3	2.1	-2.4	-9	-5	-0.2	6	11	4	0	0.2
Cc1cc2ncn(/N=C/c3ccc(-c4ccccc4)o3)c2cc1C	-3	1.3	-1.1	9	-4	-0.5	1	4	-2	-3	1.9
O=[N+]([O-])c1cccc(S(=O)(=O)NCCCn2ccnc2)c1	3	2.4	1.0	-3	0	0.5	4	3	-1	-9	2.0
Cc1cc(-c2nnc(-c3ccccc3)c(-c3ccccc3)n2)c(C)o1	-9	0.3	-0.7	10	2	-3.3	-2	-18	6	3	3.0
CCOc1ccc(C(=O)CC(C(=O)O)N2CCN(Cc3ccccc3)CC2)cc1 (stereo not given)	85	nt	0.7	-16	0	2.3	-5	-4	2	-4	1.2
CCOC(=O)Cc1nnc(NC(=O)CSc2nnc3c4ccccc4n(C(C)C)c3n2)s1	1	3.2	2.6	-4	2	0.2	-2	-17	3	13	0.2
CCOC(=O)C1C(c2cccnc2)NC(=O)NC1(O)C(F)(F)F (stereo not given)	-7	2.4	0.3	-2	-3	-0.2	0	-14	2	-6	2.9
CCN(CC)CCNC(=O)c1cc2c(-c3ccc(Cl)cc3)nn(C)c2s1	nt	0.3	5.8	-1	3	-3.4	6	8	-3	3	1.1
CC(OC(=O)C1=Cc2ccccc2OC1)C(=O)NCC1CCCO1 (stereo not given)	nt	3.1	0.4	-1	9	nt	-5	-1	0	3	nt
CSc1nnc(-c2ccc(Cl)cc2Cl)o1	-2	1.0	0.2	1	-6	1.2	-7	-7	-4	-2	1.0
COCCOC(=O)C1=C(C)NC(=O)NC1c1c(F)cccc1Cl (stereo not given)	-7	-0.6	3.6	-8	-1	-1.2	1	-1	-1	-12	2.0
COC(=O)C1=C(C)N(c2ccc(Cl)cc2)/C(=C/c2cccs2)C1=O	-3	1.3	0.8	-12	-2	-0.9	-2	-9	-3	-2	1.8
CCOc1cc(/C=N/NC(=O)c2ccncc2)ccc1OS(C)(=O)=O	133	3.5	nt	-17	-5	1.6	-2	0	5	-3	1.6

Some entries already given, showing only phage Ecoli inh and HTR5A inv ag:
structure	phage Ecoli inh	HTR5A inv ag
Cc1cc(-c2nnc(-c3ccccc3)c(-c3ccccc3)n2)c(C)o1	0.3	-18
CCOc1ccc(C(=O)CC(C(=O)O)N2CCN(Cc3ccccc3)CC2)cc1 (stereo not given)	nt	-4
CCOC(=O)Cc1nnc(NC(=O)CSc2nnc3c4ccccc4n(C(C)C)c3n2)s1	3.2	-17

A draw from above in order of molecular weight, smallest number first.
SMILES	SUMO Mot1 rescue	phage Ecoli inh	CDK5 inh	PKA-R1A act	DAGLB inhibitor	Ecoli viability	PKA-R2B act	HTR5A inv ag	HTR5A ag ctr	Tat transport	AddAB inh
O=[N+]([O-])c1cccc(S(=O)(=O)NCCCn2ccnc2)c1	3	2.4	1.0	-3	0	0.5	4	3	-1	-9	2.0
O=C(COC(=O)CC1CCCC1)Nc1ccc(OC(F)F)cc1	3	2.1	-2.4	-9	-5	-0.2	6	11	4	0	0.2
CCOC(=O)C1C(c2cccnc2)NC(=O)NC1(O)C(F)(F)F (stereo not given)	-7	2.4	0.3	-2	-3	-0.2	0	-14	2	-6	2.9
COC(=O)C1=C(C)N(c2ccc(Cl)cc2)/C(=C/c2cccs2)C1=O	-3	1.3	0.8	-12	-2	-0.9	-2	-9	-3	-2	1.8
CCOc1ccc(C(=O)CC(C(=O)O)N2CCN(Cc3ccccc3)CC2)cc1 (stereo not given)	85	nt	0.7	-16	0	2.3	-5	-4	2	-4	1.2
COc1ccc(-c2cc(CCCC(=O)N3CCN(c4ccc(OC)cc4)CC3)no2)cc1	-25	1.5	-1.0	-1	-2	2.1	-3	24	6	1	-1.0

Next section:
SMILES	SUMO Mot1 rescue	phage Ecoli inh	CDK5 inh	PKA-R1A act	DAGLB inhibitor	Ecoli viability	PKA-R2B act	HTR5A inv ag	HTR5A ag ctr	Tat transport	AddAB inh
COCCSc1nnc(NC(=O)c2ccc(OC)c([N+](=O)[O-])c2)s1	-3	2.0	-1.4	-1	-1	-0.5	-2	28	-4	-22	-2.1
CC1CCCC(NC(=O)COC(=O)c2ccc(Br)o2)C1C (stereo not given)	-3	1.2	-0.2	6	-1	1.1	-3	7	-3	-2	1.5
Cc1ccc(NC(=O)C(C)SCc2ccccc2)cc1 (stereo not given)	-13	1.6	-0.6	-6	-5	-1.9	-5	3	-1	5	-0.4
O=C(C1CC(=O)N(c2ccc(F)cc2)C1)N1CCCCCC1 (stereo not given)	7	2.2	-0.9	3	1	-1.2	5	-19	7	-5	-0.4
CSCCC(NS(=O)(=O)c1ccc(Cl)cc1)C(=O)OCc1cccc(Cl)c1 (stereo not given)	1	3.1	-3.7	-5	-14	-0.8	-11	-10	3	16	0.7
CCC(OC(=O)c1cccs1)C(=O)NCc1ccco1 (stereo not given)	185	2.9	-0.1	-11	2	-5.1	-14	6	-1	-2	-0.8
CCOc1cc(S(=O)(=O)NCCCN2CCOCC2)ccc1F	70	1.7	0.6	4	1	-1.6	7	-19	8	-4	-1.2
Cc1nnc2sc(-c3cccc4ccccc34)nn12	-2	-1.0	2.7	-9	0	-0.4	-7	-2	1	-1	1.2
O=C(CN1C(=O)c2cccc3cccc1c23)Nc1ccccc1C(=O)NCc1ccco1	177	2.2	-0.5	1	1	-1.6	-5	11	-3	-3	-0.7
CCOC(=O)CNC(=O)OC1CCN2Cc3ccccc3N=C12 (stereo not given)	-23	3.5	-0.9	-13	-3	-0.5	-4	-3	1	-4	-1.9
O=C(CCC(=O)NCCO)NCCO	50	6.6	-0.3	10	0	1.5	-5	15	0	-6	4.0
CC(C)COc1cccc(C(=O)Nc2cc(S(=O)(=O)N3CCOCC3)ccc2N2CCCC2)c1	nt	0.2	-0.1	8	0	nt	7	-12	-4	8	nt
Cc1cc(C(=O)OCC(=O)N(C)c2ccccc2)c2ccccc2n1	-10	1.1	-0.4	-4	-6	-0.7	-2	25	1	3	3.5
CCn1c(O)c(/C=N/NC(=O)c2ccncc2)c(=O)n(CC)c1=S	nt	3.0	-1.2	5	-21	nt	-9	7	-3	2	nt
COc1ccc(CN(CC(=O)NCc2ccco2)C(=O)CCC(=O)Nc2ccccn2)cc1	567	1.4	0.7	8	1	-2.5	4	10	0	-4	2.8
O=C1CN2C(=Nc3ccc(Br)cc3C2c2ccccc2)CCN1 (stereo not given)	-2	2.9	2.1	-9	2	0.0	-11	10	-4	?	-0.3
Cc1ccc(OCc2nnnn2-c2ccccc2)cc1	11	4.7	1.9	0	-5	1.6	-1	11	-1	3	1.3
CC(=O)N/C(=C/C(C)C)c1ccccc1	-2	1.3	0.2	-6	-3	0.4	-10	-26	4	-8	2.6
CC(C)NC(=O)Cn1c(SCC(=O)N2c3ccccc3CC2C)nc2ccccc21 (stereo not given)	26	2.0	-1.7	-4	-1	2.3	-4	nt	nt	4	1.5
CC(C)COc1nc2c(c(=O)n(C)c(=O)n2C)n1C	7	2.0	0.8	-9	1	-2.0	-1	-11	3	-4	-0.1
CC(C)c1ccc(NC2CCCN(C(=O)c3cccnc3)C2)cc1 (stereo not given)	-2	3.7	-0.4	4	-1	-2.3	-13	-2	3	-11	4.9
N#CCC(CNc1ncc(C(F)(F)F)cc1Cl)OC(=O)c1ccc(Cl)cc1Cl (stereo not given)	-6	2.8	-2.9	-13	-15	0.5	-4	-16	7	8	1.3
Fc1ccc(NC(=S)NCCc2ccccc2)c(F)c1F	88	4.1	-0.3	-11	-4	2.1	-5	13	-5	-6	2.5
Cc1ccc2cc3cc(C(=O)NC4CCCCC4)oc3nc2c1	100	-0.9	0.8	-7	0	2.1	-5	-6	2	-17	1.8
COc1ccc(/C=N/NC(=O)C(=O)/C=C2\NC3(CCCC3)Cc3ccccc32)cc1	18	2.7	-2.9	3	1	0.2	-1	4	2	11	2.0
